ERG-DNA inh: ERG Ets/DNA interaction inhibition; Potency, µM (series often up to 76.9 µM), for inactives: top-dose FP activity, negative = inhibition, usual class: inhibitors; AID 624246; fluorescence polarization, His-ERG Ets domain / labelled DNA; 370,000 tested, 0.028% active; P11308; active = well fitted inhibition curve with a large enough effect in the polarisation, with a control signal flat; inconclusive = small, poorly fitted or top-dose-only effect, or effect the other way, or a change in a side signal; inactive = no such curve, though single readings can be large or run the other way; the % refers to the polarisation;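 also: polarization taken with two DNA probes labelled with fluorescein and Texas red; potency is read from the fitted curve at half-maximal effect; % of control where 0% means no effect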
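His-tagged ERG Ets domain (1 uM in the protein solution; 300mM KCl, 50mM Tris-HCl, 1mM EDTA, 1mM DTT, pH 7.5) received compound, then a probe mix of 5 nM fluorescein-DNA and 100nM Texas-615-DNA. Fluorescence polarization was read for both dyes.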
JMJD2A Tudor inh: blocks the human JMJD2A Tudor domain; O75164; AlphaScreen JMJD2A-Tudor / H3K4me3 peptide binding; Potency, µM (doses to about 114 µM), for the others: at the top dose activity change, negative = inhibition, hits mostly inhibitors; 390,000 tested, 4.4% active; also: potency is read from the fitted curve at half-maximal effect; % is scaled to controls: 0 for no effect and ±100 for the full control effect; nearly all actives have a fitted effect of over 50% in size
G9a inh: blocks human histone lysine methyltransferase G9a. Q96KQ7. G9a H3K9 monomethylation, AlphaScreen, 2 h. 350,000 tested, 8.8% active. Potency, µM (doses to about 102 µM), for the others: at the highest dose activity, negative = inhibition, usual class: inhibitors; also: potency is read from the fitted curve at half-maximal effect; % is scaled to controls: 0 for no effect and ±100 for the full control effect; nearly all actives have a fitted effect of over 75% in size
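AlphaScreen read-out: biotin-H3K9 peptide (500 nM) methylation by 20 nM enzyme with 20 uM SAM, 2 h at room temperature after 15 min compound preincubation; anti-monomethyl H3K9 antibody plus donor/acceptor beads, 10 min dark.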
HP1b chromo inh: HP1-beta chromodomain-methylated histone interaction inhibition | Potency, µM (top dose mostly 114 µM), for inactives: at the top dose activity change, negative = inhibition, usual class: inhibitors | AlphaScreen HP1-beta / biotin-H3K9me3 peptide binding | AID 540317 | 390,000 tested, 0.56% active; also: potency is read from the fitted curve at half-maximal effect; nearly all actives have a fitted effect of over 70% in size; inactives centre near 23
Target sequence (P83916 whole entry, looked up): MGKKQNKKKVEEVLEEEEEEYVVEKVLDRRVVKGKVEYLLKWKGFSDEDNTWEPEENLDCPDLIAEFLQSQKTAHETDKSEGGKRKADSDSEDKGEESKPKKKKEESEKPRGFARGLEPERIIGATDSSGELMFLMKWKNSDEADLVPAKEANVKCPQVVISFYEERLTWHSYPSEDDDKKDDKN
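AlphaScreen: HP1-beta (50 nM) preformed 30 min with biotin-H3(1-18)K9me3 peptide (50 nM) in PBS pH 7.4, 0.01% Tween-20. Compound added for 30 min at RT, then streptavidin donor/nickel chelate acceptor beads (10 ug/mL) for 30 min.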
PI4K2A block: inhibitors of human PI4K2A; purified PI4K2A, ADP-Glo luminescence, 1 h; active compounds read low; activity change, negative = inhibition, % at 76.9 µM; AID 1346378; Q9BTU6; 420,000 tested, 0.13% active; in the data active = activity change below about -50%; inconclusive = mostly about -30% to -49%;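 also: -100% = wells without enzyme as full effect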
Target sequence (Q9BTU6 whole entry, looked up): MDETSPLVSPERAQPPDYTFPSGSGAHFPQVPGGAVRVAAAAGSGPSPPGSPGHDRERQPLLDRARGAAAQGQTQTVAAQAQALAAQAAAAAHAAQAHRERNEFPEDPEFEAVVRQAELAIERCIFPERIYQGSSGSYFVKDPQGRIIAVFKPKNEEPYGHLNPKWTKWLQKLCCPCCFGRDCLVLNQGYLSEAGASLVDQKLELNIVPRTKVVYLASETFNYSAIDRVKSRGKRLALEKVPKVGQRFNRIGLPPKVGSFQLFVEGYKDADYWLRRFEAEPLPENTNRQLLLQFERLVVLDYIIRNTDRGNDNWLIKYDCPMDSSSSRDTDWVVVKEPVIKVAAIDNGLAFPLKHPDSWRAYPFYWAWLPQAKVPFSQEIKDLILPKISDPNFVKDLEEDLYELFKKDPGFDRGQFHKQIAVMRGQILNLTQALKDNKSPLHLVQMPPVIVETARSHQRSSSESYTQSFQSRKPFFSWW
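ADP-Glo luminescence measured ADP generated by PI4K2A enzyme (4 ug/mL before mixing) with 1.2 mM PI substrate (pre-mix) and 300 microM ATP (pre-mix). Tris pH7.5 buffer with MgCl2, Triton X-100; 1 h reaction at ambient temperature.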
PGK inhibitor: blocks T. brucei phosphoglycerate kinase; 380,000 tested, 0.043% active; Potency, µM (series often up to 57.5 µM), for inactives: at the top dose activity change, negative = inhibition, most hits filed as inhibitors; PGK/GAPDH coupled, Kinase-Glo luminescence, 60 min; also: potency is read from the fitted curve at half-maximal effect; % is scaled to controls: 0 for no effect and ±100 for the full control effect; nearly all actives have a fitted effect of over 60% in size
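Recombinant glycosomal PGK reaction used 1,3-bisphosphoglycerate generated in-well by GAPDH (100nM final) in 100mM TEA pH 7.6, 5mM MgCl2, 0.01% Tween-20. After 60 minutes at room temperature, ATP was read by Kinase-Glo Plus luminescence end-point.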
BAZ2B block: BAZ2B (human) inhibition; Q9UIF8; AlphaScreen BAZ2B-H3K14Ac peptide displacement; Potency, µM (series often up to 114 µM), for the others: at the top dose activity change, negative = inhibition, hits mostly inhibitors; 360,000 tested, 4.4% active; also: potency is read from the fitted curve at half-maximal effect; % is scaled to controls: 0 for no effect and ±100 for the full control effect; nearly all actives have a fitted effect of over 60% in size
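BAZ2B (50 nM) with biotin-H3(5-23)K14Ac peptide (50 nM) in PBS pH 7.4, 0.01% Tween-20, preformed 30 min, then compound 30 min at room temperature; top concentration 110uM. AlphaScreen streptavidin donor/nickel chelate acceptor beads (10 ug/mL final), 20 min dark, signal read.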
GLS inhibitor: blocks human kidney-isoform glutaminase activity. 410,000 tested, 0.21% active. Potency, µM (titrated, usually from 45.5 µM), for the others: top-dose activity change, negative = inhibition, most hits filed as inhibitors. AID 624170. O94925. GLS enzymatic activity, qHTS titration; also: potency is read from the fitted curve at half-maximal effect; % is scaled to controls: 0 for no effect and ±100 for the full control effect
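Two-point fluorescence kinetic (t0, 30 min RT) for hKGA; glutamate detected via glutamate oxidase–HRP–Amplex Red. Substrate: 1 mM L-glutamine solution; buffer 45 mM KH2PO4, pH 8.2.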
Pin1 inh: inhibitors of human Pin1; Q13526; Pin1 FP peptide displacement, HiFluor488, 10 min; Potency, µM (highest dose often 115 µM), for the others: top-dose activity, negative = inhibition, usual class: inhibitors; 390,000 tested, 0.009% active; AID 504891; active = well fitted inhibition curve with a large enough effect in the polarisation, with a control signal flat, not every such curve was filed as active; inconclusive = small, poorly fitted or top-dose-only effect, or effect the other way, or a change in a side signal; inactive = no such curve, though single readings can be large or run the other way; the % refers to the polarisation; also: potency is read from the fitted curve at half-maximal effect; % is scaled to controls: 0 for no effect and ±100 for the full control effect
Target sequence (Q13526 whole entry, looked up): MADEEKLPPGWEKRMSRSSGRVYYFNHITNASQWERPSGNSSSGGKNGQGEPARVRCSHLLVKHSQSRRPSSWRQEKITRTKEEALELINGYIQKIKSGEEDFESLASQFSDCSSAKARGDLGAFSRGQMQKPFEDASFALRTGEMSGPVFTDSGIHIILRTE
* marks the source's active call; other numbers are inactive results; i = inactive; ? = inconclusive; / = no result given; [ ] = dose if it differs, or a comment. Unless noted, calls follow the shape of the dose curve; as a rule, active = well fitted curve in the direction sought with a large enough effect; inconclusive = small, poorly fitted or top-dose-only effect, or another doubt; inactive = no such curve, though single readings can be large; an effect the other way counts as inactive or inconclusive.

#	ERG-DNA inh	canonical_smiles	JMJD2A Tudor inh	G9a inh	HP1b chromo inh	PI4K2A block	PGK inhibitor	BAZ2B block	GLS inhibitor	Pin1 inh
1	21.8%	COc1ccccc1-c1cn[nH]c1-c1ccc(OCc2ccc([N+](=O)[O-])cc2)cc1O	8.8%	4.3%[12.7 µM]	42.1%[activator]	1.8	-6.9%	0.2%	-2.7%	4.1%
2	8.8%	COc1ccc(C(CNC(=O)Cc2ccc3ccccc3c2)N(C)C)cc1 (centres undefined)	-14.1%	14.9%	10.7%	0.7	24.0%	-15.7%	-1.5%	1.0%
3	8.3%	CCOC(=O)C1CCN(C(=O)c2sccc2Cl)CC1	13.2%	/	26.9%	-0.2	-5.1%	5.3%	-4.3%	-3.0%
4	-8.5%	Cc1ccc(NS(=O)(=O)c2ccc(C(=O)NCc3ccccn3)cc2)cc1	-15.9%	40.1%	28.6%	-5.2	-9.2%	-1.5%	1.3%	-10.8%
5	-5.9%	CCN(CCCNC(=O)c1cc2c(=O)n(CC)c3ccccc3c2s1)c1ccccc1	?	?	22.2%	2.8	-11.5%	-30.9%	3.4%	-1.5%
6	1.0%	CCOc1ccc2[nH]c(=O)c(CN(CCCO)C(C)=O)cc2c1	-11.5%	1.5%[59 µM]	28.0%	1.9	-11.3%	9.0%	-5.2%	3.2%
7	-6.6%	Cc1cc(C(=O)NNC(=O)c2c(-c3c(Cl)cccc3Cl)noc2C)no1	-8.3%	20.7%	29.8%	1.7	-5.4%	-11.4%	4.3%	-1.0%
8	4.4%	Cn1c(=O)c2c(-c3ccccc3)n(CCCN3CCOCC3)cc2n(C)c1=O	-30.8%	-6.7%[12.7 µM]	1.2%	-1.4	-4.0%	-29.2%	2.2%	-0.9%
9	0.7%	CCCCC(=O)OCc1nc2ccccc2s1	64.7%[activator]	186.1%[activator]	128.6%[activator]	-2.0	i	41.1%[activator]	-15.3%	7.9%
10	-7.0%	CCCN(CCC)CCCNC(=O)c1nn(-c2cccc(OC)c2)c(=O)c2ccccc12	-6.9%	?	44.4%[activator]	3.1	-3.3%	11.2%	-4.4%	4.4%
11	5.7%	O=C(Nc1ccccc1C(=O)N/N=C/c1ccco1)c1ccc(F)cc1	?	-0.9%	4.9%	-15.2	?	-35.4%	2.2%	-8.4%
12	-3.9%	COc1ccc(NC(=O)c2ccccc2S(=O)c2ccccc2C#N)cc1 (centres undefined)	-10.5%	-37.0%	28.6%	-2.2	6.0%	-14.8%	8.7%	-4.0%
13	-2.5%	N#Cc1c(Nc2cccc(F)c2)sc(C(=O)c2ccc(Cl)cc2)c1N	-15.3%	11.2µM*	5.3%	-11.3	-10.3%	?	4.8%	-7.6%
14	-10.1%	CCNC(=O)CSc1nnc(CN2CCCCCC2=O)n1-c1ccccn1	-1.4%[57.1 µM]	14.1%	2.4%	3.8	-6.5%	/	-5.8%	0.8%
15	7.2%	O=C(O)c1cc(N/N=C/c2ccc3c(c2)OCCO3)ccc1Cl	-12.3%	?	18.8%	-2.9	-3.4%	-35.8%	?	/
16	-4.5%	CCCCN(C)C(=O)c1nc2ccccn2c1CN1CCN(c2ccccn2)CC1	-2.7%	/	-12.6%	3.6	3.6%	-3.7%	-9.1%	-7.3%
17	2.7%	COc1cccc(-c2nc(CS(=O)(=O)CC(=O)N3CCN(c4ccccn4)CC3)c(C)o2)c1	-15.6%	9.9%[59 µM]	9.5%	-6.7	i	-1.8%	-2.2%	-6.8%
18	-3.2%	COCCN(C(=O)COC(=O)CSc1ccc(Cl)cc1)c1c(N)n(CC(C)C)c(=O)[nH]c1=O	-7.6%	-6.5%	44.3%[activator]	-2.3	-12.2%	3.9%	1.8%	-3.9%
19	3.0%	CN(CCOc1ccccc1)C(=O)C1CCC(=O)N(CCCN2CCOCC2)C1 (centres undefined)	-26.5%	18.1%	4.3%	-6.4	-1.0%	-16.9%	4.8%	5.4%
20	4.6%	Cn1nc(C(=O)Nc2ccccc2Cl)cc1C(=O)Nc1ccccc1Cl	-9.9%	/	24.1%	-4.7	i	/	-3.7%	-2.6%

Rewritten in transposed form: part of the list above
15	O=C(O)c1cc(N/N=C/c2ccc3c(c2)OCCO3)ccc1Cl
16	CCCCN(C)C(=O)c1nc2ccccn2c1CN1CCN(c2ccccn2)CC1
17	COc1cccc(-c2nc(CS(=O)(=O)CC(=O)N3CCN(c4ccccn4)CC3)c(C)o2)c1

Compound,15,16,17
ERG-DNA inh,7.2%,-4.5%,2.7%
JMJD2A Tudor inh,-12.3%,-2.7%,-15.6%
G9a inh,?,/,9.9%[59 µM]
HP1b chromo inh,18.8%,-12.6%,9.5%
PI4K2A block,-2.9,3.6,-6.7
PGK inhibitor,-3.4%,3.6%,i
BAZ2B block,-35.8%,-3.7%,-1.8%
GLS inhibitor,?,-9.1%,-2.2%
Pin1 inh,/,-7.3%,-6.8%

Returning to the listing, starting two compounds before the break.
#	ERG-DNA inh	canonical_smiles	JMJD2A Tudor inh	G9a inh	HP1b chromo inh	PI4K2A block	PGK inhibitor	BAZ2B block	GLS inhibitor	Pin1 inh
19	3.0%	CN(CCOc1ccccc1)C(=O)C1CCC(=O)N(CCCN2CCOCC2)C1 (centres undefined)	-26.5%	18.1%	4.3%	-6.4	-1.0%	-16.9%	4.8%	5.4%
20	4.6%	Cn1nc(C(=O)Nc2ccccc2Cl)cc1C(=O)Nc1ccccc1Cl	-9.9%	/	24.1%	-4.7	i	/	-3.7%	-2.6%
21	8.7%	Cc1c(CN(C)CCc2ccccc2)c(=O)n(-c2ccccc2)n1C	3.55µM*	3.98µM*	?	7.5	i	?	0.8%	-8.3%
22	5.2%	Cc1cccc(NC(=O)Nc2c(C)[nH]c(=O)[nH]c2=O)c1C	-29.5%	63.1%[activator]	42.7%[activator]	-6.7	-2.6%	-0.8%	-1.4%	-8.3%
23	-2.9%	CCc1nn2c(=O)cc(COC(=O)c3cccc(NC(=O)CCc4ccccc4)c3)nc2s1	-3.6%	23.9%[59 µM]	19.6%	3.6	2.0%	-9.5%	-5.7%	4.4%
24	11.0%	Cc1ccc(CNC(=O)c2nnc(CS(=O)(=O)c3ccccc3)o2)cc1	-22.4%	34.9%[59 µM]	14.6%	1.6	-0.6%	0.4%	13.1%	16.0%
25	-15.9%	CCC(=O)c1ccc(OCC(=O)OCC(=O)NC2CCCCCCC2)cc1	-2.5%	/	40.1%	-2.8	-2.3%	4.5%	0.6%	4.6%
26	-8.7%	CCc1nnc(NS(=O)(=O)c2ccc(NC(=O)COc3ccc4ccccc4c3)cc2)s1	1.0%	-30.1%	33.6%	1.1	-9.6%	?	0.3%	-5.9%
27	-9.8%	COc1cc(CCC(=O)OCC(=O)Nc2sccc2C(N)=O)cc(OC)c1OC	-20.7%	-36.7%	-3.8%	8.8	-11.8%	-35.2%	-2.6%	3.1%
28	-6.6%	O=[N+]([O-])c1ccc(N/N=C/c2cccc(O)c2)cc1	-19.7%	3.2%[2.33 µM]	8.6%	0.0	7.9%	?	2.4%	50.0%[activator]
29	7.9%	Cc1[nH][nH]c(=O)c1C(c1ccc(Br)cc1)c1c(C)[nH][nH]c1=O	-15.8%	-9.3%	29.5%	?	-8.7%	-6.0%	10.1%	-19.1%
30	/	O=C(c1ccccc1)N1CCCC(c2ccc(Cl)cc2)=N1	14.1%	-1.0%[2.33 µM]	41.0%	-1.0	-6.9%	16.1%	-5.4%	-1.7%
31	2.0%	O=C(N/N=C/c1c[nH]c2ccccc12)c1cc(-c2ccc3ccccc3c2)n[nH]1	-23.3%	-23.6%	-2.4%	-2.9	-3.7%	-23.7%	4.1%	10.7%
32	14.1%	CNC(=S)N1N=C(c2cccs2)CC1c1ccc(F)cc1 (centres undefined)	10.5%	6.4%[0.501 µM]	107.8%[activator]	-4.6	i	5.2%	0.8%	3.9%
33	-3.0%	CCCCCCCCNc1ccccc1S(=O)(=O)NCc1ccccc1	89.2%[activator]	/	214.0%[activator]	4.0	-0.8%	/	2.5%	?
34	3.1%	CNc1ccc(/C=C(\C#N)c2ccccn2)cc1[N+](=O)[O-]	-10.5%	-3.2%	32.6%	0.0	3.9%	?	-12.1%	32.1%[activator]
35	3.0%	CCC1=Nc2cc(C(=O)NCCc3ccc(OC)c(OC)c3)ccc2Sc2ccccc21	-34.6%	-10.5%[59 µM]	-4.7%	1.2	1.1%	-29.3%	-3.9%	66.7%[activator]
36	-13.0%	C(=C\c1ccccc1)/CSc1nnc(-c2ccncc2)n1Cc1ccco1	-28.6%	?	-0.8%	-5.8	-5.9%	-6.9%	-11.1%	10.4%
37	-6.9%	CCOC(=O)c1c(C)n(-c2ccccc2)c2ccc(O)cc12	-9.3%	/	14.3%	4.1	-6.8%	1.0%	-0.2%	-11.8%
38	5.7%	COc1cccc(Cn2c(=O)n(-c3cc(C)cc(C)c3)c(=O)c3oc4ccccc4c32)c1	-5.9%	-22.7%[59 µM]	52.7%	-5.7	0.7%	-22.1%	4.5%	38.6%[activator]
39	2.2%	Cc1nnc(NC(=O)CSCc2c(C)noc2C)s1	-6.9%	1.0%[59 µM]	3.0%	0.0	-9.2%	11.1%	0.2%	0.4%
40	14.0%	COc1ccc(OC)c(S(=O)(=O)n2ccnc2C)c1	-10.1%	-7.6%[12.7 µM]	32.8%[activator]	4.2	7.6%	9.0%	6.8%	-5.5%
